# High-throughput results deposited in PubChem BioAssay by several laboratories.
# UHRF1 binding = human UHRF1 methylated DNA binding inhibitors. Q96T88. UHRF1 binding to methylated oligo, TR-FRET. inhibition, % at 4.4 µM. actives 0.75% (n = 370,000); in the data active means inhibition above about 21%;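 further: UHRF1 SRA domain binding a hemimethylated CpG hairpin DNA probe; 0% = median of test compound wells and 100% = reference inhibitor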
# Rev-erbA mod = modulators of human Rev-erb alpha DNA binding | Rev-erbα–FITC-DNA binding, fluorescence polarization, 90 min | actives 0.79% (n = 370,000) | activity, % at 10 µM;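 active means activity above about 14%, limit read from the data; passing the limit was not always enough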;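 further: 0% = DMSO wells with 35 nM protein and 100% = DMSO wells with 750 nM protein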
# Target sequence (P20393 whole entry, looked up): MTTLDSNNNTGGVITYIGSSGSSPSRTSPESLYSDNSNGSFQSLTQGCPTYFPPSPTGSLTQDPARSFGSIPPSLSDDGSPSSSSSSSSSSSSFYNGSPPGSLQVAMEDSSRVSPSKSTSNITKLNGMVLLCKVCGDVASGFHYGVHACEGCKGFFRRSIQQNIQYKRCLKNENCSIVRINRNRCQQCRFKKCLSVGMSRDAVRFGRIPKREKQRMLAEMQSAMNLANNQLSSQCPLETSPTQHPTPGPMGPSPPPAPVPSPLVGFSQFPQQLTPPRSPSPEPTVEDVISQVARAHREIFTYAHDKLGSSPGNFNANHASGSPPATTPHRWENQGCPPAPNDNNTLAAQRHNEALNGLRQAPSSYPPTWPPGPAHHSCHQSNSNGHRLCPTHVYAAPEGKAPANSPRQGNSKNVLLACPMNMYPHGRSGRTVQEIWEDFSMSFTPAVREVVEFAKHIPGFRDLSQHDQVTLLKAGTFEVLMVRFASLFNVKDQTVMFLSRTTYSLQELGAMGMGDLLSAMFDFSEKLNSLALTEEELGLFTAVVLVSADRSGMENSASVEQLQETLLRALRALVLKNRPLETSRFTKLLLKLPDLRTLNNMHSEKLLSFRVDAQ
# DDE Tn7 FP inh = DD(E)-Tn7 binding inhibition, primary FP screen. P02675. FP displacement of FITC-Tn7 peptide from fibrin DD(E); 0% = median of compound wells per plate. inhibition, % at 8.3 µM. actives 0.13% (n = 370,000). AID 720508;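 active means inhibition above the mean of compounds falling within the control limits plus 3 SD of them, cut at about 14% in these data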;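 further: 0% = plate median of compound wells and 100% = 10 µM Aha-Tn7 peptide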
#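 system = human fibrin DD(E) protein | quantity = DD(E) 2 µM final | medium = Tris/NaCl/CaCl2 buffer, pH 7.8 | also added = labelled Tn7 tracer, 0.1 µM | compound dosing = single point at 8.3 µM | timing = compound with protein 10 min, then 3 h after probe, room temperature | signal = FP measurement | benchmarks = Aha-Tn7 high control | repeats = one replicate per compound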
# ASAP1 inh = blocks human ASAP1-stimulated Arf1 GTP hydrolysis; actives 0.19% (n = 360,000); inhibition, % at 16.5 µM; AID 624377; GDP FP detection; Q9ULH1; in the data active means inhibition above about 25%;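 further: 0% = vehicle with enzyme and substrate and 100% = no enzyme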
# PLCg1 inh = inhibitors of human phospholipase C gamma1; P19174; purified PLC-gamma1, fluorogenic substrate, fluorescence; inhibition, % at 12.2 µM; actives 0.84% (n = 370,000); AID 720700; in the data active means inhibition above about 9.5%
# ARFGAP1 inhibitor = inhibitors of rat ARFGAP1. inhibition, % at 16.5 µM. Arfgap1-stimulated ARF1 GTP hydrolysis, GDP FP detection. AID 651572. actives 0.26% (n = 360,000). Q62848;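 active means inhibition above a per-plate limit, mean inhibition of low control wells plus 3 SD, cut at about 25% in these data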;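 further: 0% = DMSO wells with enzyme and 100% = wells lacking Arfgap1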
# Target sequence (Q62848 1-136 limits assumed): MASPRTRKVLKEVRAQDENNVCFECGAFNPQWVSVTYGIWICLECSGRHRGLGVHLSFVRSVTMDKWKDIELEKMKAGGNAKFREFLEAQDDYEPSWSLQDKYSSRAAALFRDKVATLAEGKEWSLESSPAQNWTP
#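 Material: rat Arfgap1 catalytic domain, aa 1-136; also added: human ARF1(Δ1-17)-GTP substrate; compound dosing: one concentration, 16.5 µM, DMSO 1.26%; incubation: GTP hydrolysis reaction 2 h at 25 °C; measured by: Tracer-displacement fluorescence polarization with EDTA stop, 620/688 nm; evaluation: % inhibition from polarization; repeats: one replicate per compound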
# proKLK7 act = activates the human kallikrein-7 zymogen | P49862 | purified proKLK7, EDANS-DABCYL substrate fluorescence; 100% is mature enzyme control, 0% vehicle | activation, % at 7 µM | actives 0.9% (n = 370,000);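 active means activation above the mean of all tested compounds plus 3 SD, computed per campaign excluding outliers beyond control limits, cut at about 13% in these data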
# Target sequence (P49862 whole entry, looked up): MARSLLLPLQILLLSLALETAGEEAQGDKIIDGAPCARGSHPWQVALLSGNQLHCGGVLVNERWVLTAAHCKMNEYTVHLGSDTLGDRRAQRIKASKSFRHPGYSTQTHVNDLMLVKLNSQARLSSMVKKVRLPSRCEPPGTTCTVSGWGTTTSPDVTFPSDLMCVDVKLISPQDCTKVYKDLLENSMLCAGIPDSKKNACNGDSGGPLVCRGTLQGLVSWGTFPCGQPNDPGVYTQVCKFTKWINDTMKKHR
# Tn6 DDE FP = DD(E)-Tn6 binding inhibition, primary FP screen | P02675 | Fibrin DD(E) TRITC-Tn6 fluorescence polarization displacement | inhibition, % at 8.3 µM | actives 0.21% (n = 370,000);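 active means inhibition above a per-campaign cutoff: mean of compounds within control limits plus 3 SD, cut at about 15% in these data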;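 further: 0% = median of all compound wells on the plate and 100% = blocking peptide control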
# sPLA2-III inh = Inhibits HGIII-sPLA2 liposome hydrolysis, primary screen; Q9NZ20; QFRET BODIPY PC-A2 liposome hydrolysis, fluorescence; inhibition, % at 12.2 µM; actives 0.56% (n = 370,000);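 active means inhibition above mean plus 3 SD of compounds lying within the high and low control bounds, cut at about 19% in these data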;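 further: 0% = median of test compound wells and 100% = no enzyme DMSO wells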
# PLC-beta3 inh = inhibitors of human phospholipase C beta3; Purified PLC-beta3, fluorogenic substrate, fluorescence; actives 0.18% (n = 370,000); inhibition, % at 12.2 µM; AID 720704; in the data active means inhibition above about 11%;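 further: 0% = median of compound wells on plate and 100% = full blocker control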
# The depositor's hits bear a star; i = inactive; / = no result given; + = active, no number.
PLCg1 inh	ARFGAP1 inhibitor	ASAP1 inh	proKLK7 act	DDE Tn7 FP inh	Tn6 DDE FP	PLC-beta3 inh	Rev-erbA mod	sPLA2-III inh	UHRF1 binding	smiles
4	-6	6	0.2	-1	0	0	5	-8	0	Cc1c(C(=O)NCc2ccc3c(c2)OCCO3)sc(=O)n1Cc1cccc(C(F)(F)F)c1
1	15	-19	-0.2	4	5	1	2	-2	0	Cc1ccc(NC(=O)CSc2nnc(-c3cccnc3)s2)cc1
-12	3	0	-1.6	-3	1	-22	3	-6	-4	CC(Oc1cccc(Cl)c1)C(=O)Nc1nc(-c2ccccn2)cs1 (stereo not drawn)
-1	-4	-7	0.3	4	3	4	-5	2	-1	Cc1cccc(OCC(=O)NCCCNC(=O)c2ccc(C)nc2)c1
0	-8	-7	-0.5	-2	9	-4	3	-1	-4	O=C(CN1CCN(Cc2ccccc2)CC1)N/N=C/c1cccs1
2	7	20	0.2	-4	1	-2	-2	-2	1	NNC(=O)CCS(=O)(=O)c1ccc2ccccc2c1
-61	1	9	-0.4	-10	-8	-72	-2	0	-1	Cc1cccc(C(=O)Nc2sc(C)c(-c3ccccc3)c2C#N)c1
7	10	13	-0.5	-5	0	4	5	7	1	C[C@H]1CN=C(Nc2ccccc2)N1CCc1ccccc1
1	-2	4	-0.4	-6	-1	4	5	-4	-2	CCN(CC)c1nc2n(c(=O)n1)CCN2CC
2	8	2	0.4	2	-1	0	8	7	0	CCCCOc1ccc(C(=O)NCc2ccncc2)cc1
-1	-5	-1	0.1	5	-3	-3	-3	7	0	O=[N+]([O-])c1cccc(/C=N\N2CCN(Cc3ccccc3Cl)CC2)c1
-8	-1	-11	0.4	4	-1	-15	0	-3	-2	CN(CCc1ccccn1)C(=O)CC1C(=O)NCCN1Cc1ccccc1C(F)(F)F (stereo not drawn)
-2	12	-10	0.3	5	1	-5	-1	-1	-1	O=[N+]([O-])c1ccc(COc2ccccc2/C=N/O)cc1
0	-10	1	-0.3	-3	7	-3	0	-2	0	C=CCNC(=O)c1cc2sccc2n1C
-1	-5	13	0.2	1	-2	1	0	8	0	COc1ccc(Cc2nc(-c3ccccn3)no2)cc1OC
3	1	-2	0.3	-6	-4	-2	5	-12	2	O=C(CNC(=O)C1CCCCC1)OCC(=O)c1cccc(Cl)c1
-4	-8	-10	-0.6	12	-9	-13	-2	12	3	O=C(O)c1ccc(/C=C2/SC(=S)N(Cc3ccccc3)C2=O)cc1
-2	-4	5	0.1	3	-5	6	2	3	4	Clc1ccc(SCCn2ccnc2)cc1
-9	-6	6	1.4	3	-8	-9	-7	-4	0	C=CCOc1cccc(C2C(C(=O)c3ccco3)=C(O)C(=O)N2CCN(CC)CC)c1 (stereo not drawn)
1	0	-7	0.1	0	3	5	-10	6	-1	C/C(=N\NC(=O)c1[nH]c2c([N+](=O)[O-])cc(C)cc2c1-c1ccccc1)c1cccnc1
-3	4	4	0.0	-7	2	-10	3	-1	-2	CCN(C(=O)/C=C/c1cc(OC)c(OC)c(OC)c1)C1CCCCC1
0	4	0	0.0	3	6	-3	-2	6	0	CCC1CCCCN1CCCNC(=O)C1CCC(=O)N1Cc1ccc(C)cc1 (stereo not drawn)
-1	3	-6	0.2	7	6	4	+	1	-2	Cc1nc(SCC(=O)NCCc2ccccc2)c2oc3ccccc3c2n1
1	-7	2	0.6	6	0	2	-4	-9	1	O=C(c1ccc(NS(=O)(=O)c2cccs2)cc1)N1CCCCC1
-5	-10	2	-0.8	-10	7	-14	-19	0	0	O=c1nc2c(-c3cccc(Br)c3)n[nH]n2c2ccccc12
0	-4	-6	-0.5	3	5	-1	-4	3	0	C/C(=N\NC(=O)c1csc(C)c1C)c1ccc(C)s1
-3	-3	0	0.0	3	4	-2	-2	-4	-3	COc1ccc(N2C(=O)C(CC(=O)O)S/C2=C\C(C)=O)cc1 (stereo not drawn)
3	0	-18	-0.2	0	5	-4	-10	-1	0	Cn1c(=O)oc2cc(S(=O)(=O)NCCC(=O)N3CCN(c4ccccc4F)CC3)ccc21
3	13	7	0.2	2	-3	-5	6	15	3	CN1C(=O)/C(=C/c2ccc(OCc3ccc(F)cc3)cc2)NC1=S
0	-16	-4	0.2	7	7	2	-1	-8	-2	COc1cc(CCC(=O)OCc2nnc(-c3ccccc3)o2)cc(OC)c1OC
0	1	-12	0.2	-9	-6	-4	-4	-7	4	CC1(C)CC(=O)c2cc(C(=O)NC3CCSC3=O)c(=O)n(-c3ccccc3)c2C1 (stereo not drawn)
-1	3	6	0.2	5	-9	-9	2	-12	0	Cc1[nH]c(-c2ccc(F)cc2)cc1C(=O)N1CCN(c2cccc(Cl)c2)CC1
0	7	6	0.4	5	1	1	0	4	2	CN(CCNC(=O)c1cn(C)c2ccc(S(=O)(=O)N3CCCC3)cc2c1=O)CCc1ccccc1
2	13	15	-0.1	-4	-1	-4	-2	-34	1	O=C(Cc1ccc(S(=O)(=O)N2CCCC2)s1)N1CCN(c2ccc(F)cc2)CC1
-1	-4	-18	-0.1	0	-2	-5	-13	7	5	CN(C)Cc1c(C(=O)N/N=C/c2ccc(-c3ccccc3)cc2)nnn1-c1nonc1N
2	5	2	0.3	3	6	3	1	-4	0	CC(Oc1ccccc1)C(=O)Nc1ccccc1F (stereo not drawn)
5	2	0	-0.4	-1	0	-4	-3	-31	-1	C=CCOC(Cn1ccnc1)c1ccc(Cl)cc1Cl (stereo not drawn)
3	-6	-18	0.4	5	5	-7	8	11	-2	Cn1c(-c2ccccc2)nc2cnccc21
0	-1	4	0.1	6	3	0	-4	3	0	Cc1ccc(C(=O)OCC(=O)NCCc2ccc(F)cc2)cc1S(=O)(=O)N1CCOCC1
-5	8	11	0.1	6	6	-10	5	-3	-1	CC(/C=N\NC(=O)c1ccc2c(c1)OCO2)c1ccccc1 (stereo not drawn)
-6	1	0	-0.4	-3	-7	-12	-1	-5	1	O=C(O)c1cc(O)ccc1NC(=O)c1cccc2ccccc12
3	12	-5	-0.2	-4	-6	-3	-5	9	0	CCOC(=O)N1CCN(C(=O)c2cccc(S(=O)(=O)Nc3ccc(F)cc3)c2)CC1
5	-8	2	-0.6	2	1	1	1	-6	-3	O=C(c1ccc(S(=O)(=O)N2CCc3ccccc3C2)cc1)N1CCCCC1
4	2	4	0.6	9	1	-8	2	9	1	Cc1ccccc1NC(=O)C(=O)NCC1CCCN1S(=O)(=O)c1cccs1 (stereo not drawn)
-3	7	-14	0.0	8	11	0	0	1	0	O=C(CSc1nnc(CNc2ccc(F)cc2)n1Cc1ccco1)N1CCOCC1
3	7	-12	-0.1	-8	0	2	-2	-5	9	Cc1ccc(NC(=O)N2CCCC2)cc1Cl
0	0	-4	-0.5	6	2	-3	0	-3	2	COCCN1C(=O)c2ccccc2C(C(=O)NCCN(C)C)C1c1ccc(F)cc1 (stereo not drawn)
2	-2	-12	-0.2	-8	0	-1	4	-11	-3	Cc1ccccc1CC1(CO)CCCN(Cc2c(C)nn(C)c2Cl)C1 (stereo not drawn)
5	0	2	0.8	-2	-6	4	7	-5	-2	CC12CC(c3ccccc3O1)N(C(=O)c1ccco1)C(=S)N2c1ccc(F)cc1 (stereo not drawn)
-2	1	-7	0.4	6	7	-4	-1	-3	-1	c1coc(CNc2ncnc3c2oc2ccccc23)c1
2	-5	-11	0.2	-7	6	1	-2	-8	-2	c1ccc(CCN2CN=C(Nc3nc4ccccc4o3)NC2)cc1
6	0	6	0.0	9	-2	-4	7	9	0	O=C(NCc1cccs1)c1cccc2c(-c3cccnc3)coc12
-1	-1	14	0.0	0	-10	2	-4	0	2	Cc1ccc2c(c1)cc(CN(Cc1ccco1)S(=O)(=O)c1ccccc1)c1nnnn12
-3	0	-2	-0.6	5	3	0	-4	7	-1	CC(C)Oc1ccc(CNC(=O)c2ccc3nc(N4CCOCC4)sc3c2)cc1
-9	10	-9	0.5	-4	-1	-5	0	3	8	CCC(=O)Nc1cccc(-c2cn3ccccc3n2)c1
0	-1	-7	-0.1	9	5	2	-3	-2	-7	O=[N+]([O-])c1ccc(N2CCOCC2)cc1SCc1ccco1
-1	4	-2	-0.3	5	15	2	0	4	-1	CN1CCCCC(NC(=O)c2cccs2)C1=O (stereo not drawn)
2	10	-1	-0.2	-4	6	-5	-3	2	0	CCN(CC)c1ncnc2sc(C(=O)N3CCN(c4ccccc4)CC3)c(C)c12
-5	2	2	0.5	4	-7	-20	5	8	2	O=C(CC1C(=O)NCCN1Cc1ccc(Cl)c(F)c1)NCCc1cccnc1 (stereo not drawn)
-49	9	2	3.2	-2	2	-77	1	13	0	Cc1cccn2c(=O)c(/C=C(\C#N)C(N)=O)c(N3CCN(c4ccccc4)CC3)nc12

# Remaining list, next part
PLCg1 inh	ARFGAP1 inhibitor	ASAP1 inh	proKLK7 act	DDE Tn7 FP inh	Tn6 DDE FP	PLC-beta3 inh	Rev-erbA mod	sPLA2-III inh	UHRF1 binding	smiles
6	-9	-3	0.0	0	0	7	/	-3	-1	O=C(OCc1ccc([N+](=O)[O-])cc1)C1CC(=O)N(c2ccccc2)C1 (stereo not drawn)
4	3	9	-0.3	-1	2	-5	-19	-23	-2	Cc1ccc(-c2cc(C(=O)Nc3ccc(S(=O)(=O)N4CC(C)OC(C)C4)cc3)[nH]n2)c(O)c1 (stereo not drawn)
-64	/	/	-0.3	0	-2	-88	7	4	-1	N#Cc1ccc(Cn2ccc3ccc(-c4ccc5ccn(Cc6ccccc6)c5c4)cc32)cc1
3	-4	-8	0.2	1	1	3	-5	0	2	Nc1nc(NC(=O)c2ccc(F)cc2)ns1
0	-2	2	1.0	-4	2	-6	-2	2	2	COc1ccccc1OCc1nnc(SCC(=O)Nc2ccc(N3CCOCC3)cc2)n1C
2	6	8	-0.5	1	4	6	9	2	-1	O=C(Nc1cc(F)cc(F)c1)c1ccc(NCCc2ccccc2)c([N+](=O)[O-])c1
i	9	-7	6.6	3	-10	i	7	4	-5	CCC(C)(C)n1nnnc1C(C(C)C)N(Cc1ccco1)Cc1cc2cc3c(cc2[nH]c1=O)OCO3 (stereo not drawn)
